RORgamma inh = qHTS for inhibitors of ROR gamma transcriptional activity. Potency, µM (top dose mostly 53.6 µM), for inactives: at the top dose activity change, negative = inhibition, actives largely listed as inhibitors. 310,000 tested, 5.4% active. Nuclear receptor ROR-gamma (Mus musculus), P51450. Drosophila S2 Gal4-RORgamma UAS-luciferase reporter, 20 h; further: potency means the concentration at half of the fitted maximal effect; on the % scale 0 is the no-effect control and ±100 the full control effect; nearly all actives have a fitted effect of over 60% in size
Target sequence (P51450 whole entry, looked up, the tested form may be a part): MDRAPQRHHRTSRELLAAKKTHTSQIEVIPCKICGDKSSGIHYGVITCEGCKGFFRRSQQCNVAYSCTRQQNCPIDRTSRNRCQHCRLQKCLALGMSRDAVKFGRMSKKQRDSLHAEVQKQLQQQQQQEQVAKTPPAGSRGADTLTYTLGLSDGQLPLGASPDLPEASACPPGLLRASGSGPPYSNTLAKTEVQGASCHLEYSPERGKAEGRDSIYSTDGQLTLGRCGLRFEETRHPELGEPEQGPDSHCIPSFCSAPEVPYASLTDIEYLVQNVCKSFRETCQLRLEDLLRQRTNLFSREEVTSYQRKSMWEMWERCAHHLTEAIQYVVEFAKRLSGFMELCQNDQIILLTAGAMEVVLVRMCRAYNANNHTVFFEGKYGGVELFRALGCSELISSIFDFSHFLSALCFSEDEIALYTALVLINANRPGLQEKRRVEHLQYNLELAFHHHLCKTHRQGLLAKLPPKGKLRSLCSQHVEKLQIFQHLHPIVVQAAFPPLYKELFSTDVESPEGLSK
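Compounds are pin-transferred onto Drosophila Schneider cells expressing a copper-inducible Gal4–ROR gamma transactivation domain fusion. After 1 hr, copper sulfate is added to 700 uM final; luciferase is read 20 hr later.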
uPA surface inh = qHTS for Inhibitors of Cell Surface uPA Generation; cell surface uPA generation assay, qHTS; Potency, µM (series often up to 38.3 µM), for the others: top-dose activity change, negative = inhibition, usual class: inhibitors; 330,000 tested, 0.31% active; active means well fitted inhibition curve with a large enough effect; inconclusive means small, poorly fitted or top-dose-only effect; inactive means no such curve, though single readings can be large or run the other way; tested in mouse RAW 264.7 cells; further: potency means the concentration at half of the fitted maximal effect; on the % scale 0 is the no-effect control and ±100 the full control effect; nearly all actives have a fitted effect of over 55% in size
NPC1 prom act = qHTS Assay for NPC1 Promoter Activators. Huh7 NPC1 promoter luciferase reporter, 24 h. Potency, µM (titrated, usually from 9.22 µM), for the others: at the highest dose activation, hits mostly activators. 320,000 tested, 2.4% active;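 further: potency means the concentration at half of the fitted maximal effect; % of control where 0% means no effect; nearly all actives have a fitted effect of over 60% in size; reporter is driven by a mutant NPC1 promoter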
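Luciferase expression driven by the NPC1 promoter was measured in stably transfected Huh7 cells after a 24 h compound incubation, using a luciferase reagent and a luminescence read.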
Tb PFK block = qHTS Assay to Find Inhibitors of T. brucei phosphofructokinase; T. brucei PFK, ADP-Glo luminescence; 330,000 tested, 0.17% active; Potency, µM (doses to about 57.5 µM), for the others: at the top dose activity, negative = inhibition, most hits filed as inhibitors; AID 485367, 2010;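 further: potency means the concentration at half of the fitted maximal effect; 0% = uninhibited 1x PFK enzyme wells and -100% = no-enzyme wells; nearly all actives have a fitted effect of over 60% in size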
Target sequence (O15648 whole entry, looked up): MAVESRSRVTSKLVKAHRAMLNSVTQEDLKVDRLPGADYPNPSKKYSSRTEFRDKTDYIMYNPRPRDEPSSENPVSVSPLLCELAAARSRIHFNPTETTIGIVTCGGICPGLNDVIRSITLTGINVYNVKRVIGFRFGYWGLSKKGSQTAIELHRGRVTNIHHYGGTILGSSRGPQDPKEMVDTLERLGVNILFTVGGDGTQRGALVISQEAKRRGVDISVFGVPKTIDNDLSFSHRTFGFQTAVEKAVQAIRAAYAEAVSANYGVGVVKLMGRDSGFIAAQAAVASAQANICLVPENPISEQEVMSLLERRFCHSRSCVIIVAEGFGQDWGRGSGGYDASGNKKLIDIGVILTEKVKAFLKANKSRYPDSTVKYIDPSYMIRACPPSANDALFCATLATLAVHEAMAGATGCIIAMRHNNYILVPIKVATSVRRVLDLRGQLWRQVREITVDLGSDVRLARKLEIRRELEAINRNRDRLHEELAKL
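Activity is normalized to no-enzyme wells (full inhibition) and 1.25 nM enzyme wells (no inhibition). Reaction: 0.5 mM F6P, 0.1 mM ATP, 45 min RT, ADP-Glo luminescence; concentration-response curves fitted and classed by quality.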
Gal4-VP16 FLuc = VP16 counterscreen qHTS for inhibitors of ROR gamma transcriptional activity. Drosophila S2 Gal4-VP16 UAS-luciferase, luminescence, 20 h. Potency, µM (highest dose often 53.6 µM), for inactives: top-dose activity, negative = inhibition, usual class: inhibitors. 310,000 tested, 3.5% active. AID 2546, 2010;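 further: Gal4-VP16 expression switched on by copper sulfate through the metallothionein promoter; potency means the concentration at half of the fitted maximal effect; on the % scale 0 is the no-effect control and ±100 the full control effect; nearly all actives have a fitted effect of over 50% in size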
Coupling enz = qHTS Assay for Inhibitors of Fructose-1,6-bisphosphate Aldolase from Giardia Lamblia: Coupling assay counterscreen; coupling enzyme system counterscreen, AmpLite Red fluorescence; activity change, negative = inhibition, % at 58.2 µM, hits read low; AID 2472, 2010; 290,000 tested, 0.67% active; in the data active means activity change below about -30%; further: on the % scale 0 is the no-effect control and ±100 the full control effect
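Counterscreen of the coupled detection system alone, without aldolase: glyceraldehyde-3-phosphate coupling enzymes plus AmpLite Red readout. Compounds at 57.5 uM final, 10 min RT preincubation, 20 min RT reaction, fluorescence 525/598 nm.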
Giardia killer = Small Molecules that selectively kill Giardia lamblia: qHTS | Giardia lamblia trophozoite viability | activity change, % at 7.66 µM, hits read low | 340,000 tested, 0.15% active | AID 540267, 2011; in the data active means activity change below about -80%; inconclusive means between about -30% and that limit;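 further: parasites exposed to compound for two days anaerobically before the ATP read; on the % scale 0 is the no-effect control and ±100 the full control effect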
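Giardia lamblia trophozoites (100 cells/well) were incubated with compounds for 48 h at 37 deg C under anaerobic conditions. Viability was read as ATP content by one-step luminescence after 15-30 min at room temperature.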
KCNH2 3.1 block = qHTS for Inhibitors of KCHN2 3.1: Mutant qHTS. Potassium voltage-gated channel subfamily H member 2, brain isoform KCNH2 3.1 (human). U2OS KCNH2 3.1, thallium flux FluxOr; hits give low values. activity change, % (tested at about 1.8 µM). 340,000 tested, 0.95% active;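 active means maximum activity change below -70%; inconclusive means maximum activity change from -70% to -50%; inactive means maximum activity change above -50%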;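 further: thallium influx rate constant from kinetic fluorescence after stimulation buffer; on the % scale 0 is the no-effect control and ±100 the full control effect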
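Normalized rate constant (relative to positive and negative DMSO controls) derived from a 2 min kinetic fluorescence read after stimulation; U2OS cells expressing the 3.1 isoform via virus at 1.77 x 10^8 /mL.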
ELG1 genotox = qHTS screen for small molecules that induce genotoxicity in human embryonic kidney (HEK293T) cells expressing luciferase-tagged ELG1; HEK293T ELG1-luciferase reporter, luminescence, 16 h; Potency, µM (doses to about 46 µM), inactives show top-dose activity change, positive = activation, most hits filed as activators; 330,000 tested, 1.3% active; AID 504466, 2011; further: potency means the concentration at half of the fitted maximal effect; % of control where 0% means no effect; nearly all actives have a fitted effect of over 60% in size
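Cells (2,000/well) expressing the ELG1-luciferase fusion are dosed by pin tool and kept 16 hr at 37 °C, 5% CO2. Signal comes from ONE-Glo luciferase reagent after 30 min at room temperature.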
Rab9 prom act = qHTS Assay for Rab9 Promoter Activators; 320,000 tested, 2.8% active; Huh7 Rab9 promoter-luciferase reporter, luminescence, 24 h; Potency, µM (series often up to 9.22 µM), without a hit: at the top dose activation, negative = inhibition, hits mostly activators; further: potency means the concentration at half of the fitted maximal effect; % of control where 0% means no effect; nearly all actives have a fitted effect of over 60% in size
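Luminescence from Amplite-detected luciferase (10 minutes, ambient) reports Rab9 promoter activation. Before that, stable Rab9-luciferase Huh7 cells (1500/well, reduced-serum OP-MEM I plus 10% FBS) were exposed to compound for 24 hours at 37C.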
FLuc modulator = qHTS profiling assay for firefly luciferase inhibitor/activator using purifed enzyme and Km concentrations of substrates (counterscreen for miR-21 project) | Luciferin 4-monooxygenase (Photinus pyralis), P08659 | purified FLuc, Km substrates, luminescence inhibition | Potency, µM (highest dose often 57.5 µM), for the others: top-dose activity change, negative = inhibition, actives largely listed as inhibitors | 360,000 tested, 6.9% active | AID 588342, 2011;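 further: potency means the concentration at half of the fitted maximal effect; plate controls were vehicle for no effect and reference inhibitor for full effect; nearly all actives have a fitted effect of over 55% in size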
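Biochemical qHTS of compounds, final roughly 60 µM downward over six points, against 10 nM purified firefly luciferase using Km concentrations of substrates (10 uM D-luciferin, 10 uM ATP) in Tris acetate pH 7.5 buffer; luminescence output.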
Starred values were filed as active, the others as inactive; ? = inconclusive; . = no result given; [ ] = another dose, or the depositor's remark. Unless noted, the call rests on the fitted dose curve; in most records, active means well fitted curve in the direction sought with a large enough effect; inconclusive means small, poorly fitted or top-dose-only effect, or another doubt; inactive means no such curve, though single readings can be large; an effect the other way counts as inactive or inconclusive.

SMILES | RORgamma inh | uPA surface inh | NPC1 prom act | Tb PFK block | Gal4-VP16 FLuc | Coupling enz | Giardia killer | KCNH2 3.1 block | ELG1 genotox | Rab9 prom act | FLuc modulator
CCOc1ccccc1NC(=O)c1cccc2ccccc12 | -25%[1.91 µM] | -3% | 3% | -5% | 7% | 0 | -13 | -6 | -4% | -2% | -2%
CCOc1cc2c3c(c1)C1(C(=O)N3C(C)(C)CC2C)C(C#N)=C(N)N2C(=C1C#N)Nc1ccccc12 (stereo not given) | ? | -2% | -2% | -1% | 12% | -10 | -1 | 6 | -7% | -1% | 2%
Cc1ccc(/C=N/NC(=O)C2=NNC(c3ccccc3)(c3ccccc3)C2)c(O)c1 | 1.3µM* | 5% | -22% | 1% | 1.3µM* | -1 | 7 | -13 | 6% | -23% | -13%
Cc1cccc(C)c1OCC(=O)Nc1nnc(C2CCCO2)s1 (stereo not given) | 14% | 3% | 0% | -2% | -7% | 6 | -6 | 0 | 0% | 11% | 1%
Cc1nc2ccccc2n1S(=O)(=O)c1ccc(Br)cc1 | 4% | 0% | 0% | 3% | -21% | 3 | -16 | -3 | -2% | -5% | 1%
CC(O)CNc1nc2ccccc2n1CC(=O)NCCc1ccc(Cl)cc1 (stereo not given) | 7% | 0% | 0% | -1% | 12% | -1 | -10 | -11 | 1% | 1% | -13%
CCc1ccc(C(=O)NC(CCSC)C(=O)OC)cc1 (stereo not given) | 2% | -3% | -3% | 0% | -3% | 2 | -18 | 8 | -2% | 6% | 19µM*
O=C(CCC(=O)c1cccs1)OCC(=O)c1ccc(F)cc1 | . | 1% | . | 0% | . | . | -2 | -13 | -1% | . | .
c1ccc(CC2CCCNC2)cc1 (stereo not given) | -14% | 0% | 1% | -6% | 1% | 0 | -5 | 9 | -1% | -9% | 4%
Cc1cc(NC(=O)COC(=O)C2CCN(S(=O)(=O)c3cccc(Cl)c3Cl)CC2)no1 | -15% | 2% | -3% | 0% | 1% | 0 | -14 | -5 | 1% | -1% | 0%
CCOC(=O)c1c(CNc2ccncc2)n(C)c2cc(Br)c(O)cc12 | -8% | -7% | -5% | 5% | 4% | 1 | ? | 2 | -2% | 1% | -1%
O=C(NCCc1ccc(F)cc1)c1n[nH]c2ccccc12 | 23% | 2% | ? | -7% | -5% | -3 | 20 | 6 | 18% | ? | 17µM*
O=C(CSc1nnnn1-c1ccc(Cl)cc1)N1CCc2ccccc2C1 | ? | . | 3% | 3% | -1% | -2 | 2 | 1 | -2% | -2% | -2%
COc1cc(/C=C/C(=O)N2CCN(c3ccccn3)CC2)cc(OC)c1OC | -3% | -5% | 2% | -7% | 1% | . | -6 | 11 | -2% | 5% | 1%
COc1ccccc1NS(=O)(=O)c1cccc(C(=O)N/N=C(\C)c2cccnc2)c1 | . | -2% | -1% | -4% | . | . | -10 | 11 | 1% | 2% | 2%
COc1ccc(C(=O)CC(Nc2ccc([N+](=O)[O-])cc2)c2ccc(OC)cc2)cc1 (stereo not given) | -3% | . | 14% | -2% | 3%[0.365 µM] | -3 | -10 | -22 | -6% | -1% | -4%
COc1ccc(S(=O)(=O)NCc2ccccc2)cc1 | 5% | -2% | -3% | 4% | 11% | 3 | -7 | 1 | 0% | -1% | 3%
COc1ccccc1N(CC(=O)NCCSCc1cccc(C)c1)S(=O)(=O)c1ccccc1 | 33% | -9% | 0% | -4% | -19% | . | -9 | -14 | -25% | -11% | 3%
O=C(NC(Cc1ccccc1)C(=O)O)/C(=C/c1ccco1)NC(=O)c1cccc(Br)c1 (stereo not given) | 2% | -2% | 0% | -3% | -2% | 0 | 2 | 12 | -1% | 4% | 0%
Cc1cc(C)nc(SCC(=O)NN=Cc2ccc(C)o2)n1 | . | 7% | . | -4% | . | . | 11 | -5 | 1% | . | .
COC(=O)c1sc(NC(=O)c2ccncc2)nc1C | -29% | -2% | -2% | -1% | -16% | 1 | 5 | -2 | 4% | 12% | 24µM*
O=C(O)c1c2c(nc3ccccc13)CCCCC2 | 14%[10 µM] | 1% | -4% | -3% | -4% | 1 | -7 | 7 | 3% | -7% | 1%
C/C(CC(=O)NCc1ccc(Cl)cc1)=N\NC(=O)Cc1ccccc1 | -2% | -4% | -2% | -6% | 5% | 6 | 7 | -1 | -1% | 2% | 0%
Cc1ccc(S(=O)(=O)/N=C(\CSC(N)=O)Nc2ccccc2)cc1 | 14% | -6% | -4% | -2% | -2% | 4 | -1 | -2 | 0% | -2% | -1%
CCCCC(=O)NNC(=O)CC(=O)Nc1ccccc1C(=O)O | -4% | -17% | 0% | 1% | -4% | 2 | -27 | -7 | -2% | 0% | 1%
CC(C)C(=O)NCC(c1cccs1)S(=O)(=O)c1ccc(F)cc1 (stereo not given) | -2% | 5% | -1% | -2% | -9% | . | 18 | -6 | -1% | -1% | 0%
CC(=O)N1CCN(C(=S)NC(=O)c2ccc(F)cc2)CC1 | . | 0% | . | -7% | . | . | -5 | -4 | 2% | . | .
COC(=O)c1c(N)sc(C(C)=O)c1C | 1% | -9% | 4% | 1% | 1% | -1 | 0 | 9 | 5% | 3% | -2%
O=C(C[n+]1cccc(Br)c1)c1ccccc1 | 25% | -2% | -2% | 3% | 1% | 2 | -16 | 14 | -5% | -8% | 0%
FC(F)(F)Oc1ccccc1-c1nnc(-c2cccc(C(F)(F)F)c2)o1 | 25% | -6% | 0% | 1% | -14% | -4 | -7 | 6 | -1% | -5% | -3%
c1cc2ccc3ccc(CN4CCOCC4)c4ccc(c1)c2c34 | 31% | 7% | -4% | -16% | 0% | -1 | 24 | -11 | 1% | -3% | ?
COc1ccc(NC(=O)c2ccc(=O)[nH]c2)cc1S(=O)(=O)N1CCOCC1 | . | 16% | -3% | -3% | . | . | 11 | -5 | -2% | -9% | 0%
CCOC(=O)C1(CCCc2ccccc2)CCN(C(=O)CCn2cncn2)CC1 | 15% | 2% | -1% | 0% | -3% | -2 | 6 | -7 | -3% | -2% | 0%
CN(CC(=O)Nc1c(Cl)cccc1Cl)C(=O)c1cccc(-n2cccc2)c1 | . | -4% | -7% | ? | . | . | -18 | 4 | -9% | 8% | 1%
CCCCOc1c(Cl)cc(C(=O)N(C)CC(=O)Nc2ccc(N3CCOCC3)cc2)cc1OCC | -22% | 13% | -2% | 1% | -12% | . | 9 | 3 | 10% | 2% | 0%
C/C(NCCN1CCOCC1)=C(\C#N)C(N)=O | 29% | -3% | 0% | 4% | -6% | -1 | -1 | 16 | 3% | -2% | 1%
Cc1nnc(SCC(=O)NCC(=O)Nc2ccc(F)c(F)c2F)n1N | . | 0% | . | -3% | . | . | -8 | -5 | -1% | . | .
Oc1ccc(N=Nc2ccccc2)cc1 | -2% | 14% | ? | 4% | -12% | 0 | -13 | -2 | ? | 18% | 9.5µM*
CC1(C)CC(CCNC(=O)CCl)(c2ccccc2)CCO1 (stereo not given) | 35% | 3% | -3% | 0% | -2% | 2 | 6 | 18 | -3% | -3% | 0%
COc1ccc(Cl)cc1N1C(=O)C2CCCN2C1c1sccc1C (stereo not given) | -2% | 2% | 2% | 3% | 10% | -2 | -10 | 0 | 2% | -2% | 0%
Cc1cc(=O)n2nc(N3CCC(C(=O)NCc4cccnc4)CC3)sc2n1 | 1% | 2% | 1% | -8% | -5% | 3 | -8 | 3 | 0% | 1% | 6%
N#CCCn1nc(-c2ccccc2)cc1Nc1ccccc1NC(=O)c1cccs1 | ? | -3% | 11% | 2% | -12% | 0 | 1 | 17 | -10% | 1% | -4%
COc1ccccc1C(=O)Nc1ccc(NC(=O)C2CCCCC2)nc1 | 10% | 0% | -3% | -9% | -3% | 1 | -4 | 3 | 0% | 7% | ?
CC(=O)Nc1ccc(SCC(=O)Nc2cc(C)on2)cc1 | ? | -7% | -1% | 3% | 13% | 2 | -2 | 2 | -2% | 3% | 1%
Cc1cnc([N+](=O)[O-])n1CCOC(=O)c1cccc(F)c1 | -4% | 2% | 1% | -10% | -11% | 1 | -81* | -15 | 3% | 5% | -11%
Fc1ccc2[nH]c3c(Cl)ncnc3c2c1 | -16% | -10% | -7% | -1% | -12% | 2 | 1 | 8 | -1% | -14% | 0%

Source: PubChem
